RAD52 anneal inh – RAD52 DNA annealing inhibitors, primary screen, biochemical, FRET, single point, set 2. DNA repair protein RAD52 homolog (Homo sapiens), P43351. recombinant RAD52 DNA annealing, FRET fluorescence. inhibition, % at 18.7 µM. 360,000 tested, 0.46% active;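 active = every replicate showing at least 50% inhibition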
INS-1E GSIS act – GLuc luminescence reporter in INS-1E cells, primary screen for activators of glucose-dependent secretion of insulin; INS-1E GLuc reporter insulin secretion, 2-3 h; AID 743287, 2014; 370,000 tested, 0.61% active; activation, % at 16.6 µM;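 active = lowest replicate activation of at least 40%, so every replicate reaches that level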;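 also: 0% = median of neutral control wells and 100% = median of IBMX positive control wells; some compounds called inactive have numbers as strong as hits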
CFTR F508del cor – F508del CFTR correction, initial screen, CFBE line, single point; CFBE cells, YFP halide quenching; stimulated with forskolin plus potentiator P3; % fluorescence drop versus neutral controls; activity (quench increase), % at 7.58 µM; 350,000 tested, 0.36% active; AID 720511, 2013;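 active = mean added fluorescence quench of at least 8% versus neutral control, with both replicates also reaching 8%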;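 also: cells transiently co-express mutant CFTR-F508del with the halide-sensitive YFP; corrector assay measuring rescue of mutant channel to the surface after 24 h compound exposure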
XiGFP reactiv – activators of inactive X chromosome reactivation, primary screen, imaging, XiGFP fibroblasts, GFP high-content imaging, set 2; XiGFP mouse fibroblasts, % GFP-positive cells imaging, 3 d; cells co-treated with 5-aza-dC sensitizer; scaled so ellipticine positive control = 100%; activation, % at 7.58 µM; 360,000 tested, 0.055% active; AID 743238, 2013;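 active = mean normalized replicate activation at least 10% and every replicate at or above 10%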;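 also: 0% = median of on-plate neutral control wells and 100% = ellipticine 6 µM median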
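Assay system – SV40-immortalized XiGFP fibroblast cells, line 68-5-11 · Buffer or medium – DMEM supplemented with 5-aza-dC as sensitizing agent · Dosing – one concentration, pinned · Benchmarks – positive control ellipticine, 6 µM final · Times – 3 days compound exposure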
RAD54 inh – inhibitors of human RAD54 branch migration, primary screen, biochemical, fluorescence, single point; DNA repair and recombination protein RAD54-like (Homo sapiens), Q92698; RAD54 Holliday junction branch migration, FAM/BHQ fluorescence; inhibition, % at 10.4 µM; 360,000 tested, 0.14% active; AID 602329, 2012;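 active = mean normalized replicate activity at least 40 and at least half of replicates scoring 40 or more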;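 also: 0% = median of neutral control wells and 100% = median of positive control wells; inhibitors cause a drop in the FAM fluorescence signal; in these data hits start at about 50%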
Target sequence (Q92698 whole entry, looked up): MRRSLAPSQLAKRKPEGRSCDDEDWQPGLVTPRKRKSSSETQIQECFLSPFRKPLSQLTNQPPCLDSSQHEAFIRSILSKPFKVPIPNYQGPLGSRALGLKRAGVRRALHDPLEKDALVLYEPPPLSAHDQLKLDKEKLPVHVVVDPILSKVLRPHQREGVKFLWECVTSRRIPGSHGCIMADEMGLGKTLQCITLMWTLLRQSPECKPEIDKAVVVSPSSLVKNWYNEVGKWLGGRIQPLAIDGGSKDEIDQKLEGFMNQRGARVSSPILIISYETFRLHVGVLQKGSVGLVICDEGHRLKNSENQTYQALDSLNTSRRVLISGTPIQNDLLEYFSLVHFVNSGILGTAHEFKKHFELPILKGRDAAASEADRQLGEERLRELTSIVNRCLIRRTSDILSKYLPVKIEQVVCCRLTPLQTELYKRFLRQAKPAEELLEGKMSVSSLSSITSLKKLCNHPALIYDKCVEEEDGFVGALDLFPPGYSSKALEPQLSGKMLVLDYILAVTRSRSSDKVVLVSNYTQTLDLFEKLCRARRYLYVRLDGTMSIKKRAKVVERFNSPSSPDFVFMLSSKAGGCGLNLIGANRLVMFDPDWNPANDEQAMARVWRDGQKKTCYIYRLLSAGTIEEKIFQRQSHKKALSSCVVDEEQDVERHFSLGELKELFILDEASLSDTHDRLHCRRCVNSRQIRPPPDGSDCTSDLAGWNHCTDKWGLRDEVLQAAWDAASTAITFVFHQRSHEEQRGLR
ARNT-TACC3 inh – disruptors of ARNT/TACC3 protein interaction, primary screen, biochemical, AlphaScreen, single concentration; Transforming acidic coiled-coil-containing protein 3 (Homo sapiens), Q9Y6A5; AlphaScreen His-ARNT PAS-B/GST-TACC3 binding, luminescence; TACC3 fragment carries E629A point mutation; inhibition, % at 9.99 µM; 390,000 tested, 0.66% active; AID 623870, 2012;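 active = mean inhibition of replicates at least 50% and at least half of replicates each reaching 50%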;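 also: 0% = complete ARNT plus TACC3 wells and 100% = ARNT alone without TACC3; many hits fall short of the cut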
ERAP1 inh – human ERAP1 aminopeptidase inhibitors, primary screen, biochemical, single point, plate reader; Endoplasmic reticulum aminopeptidase 1 (Homo sapiens), Q9NZ08; recombinant ERAP1, Leu-AMC fluorescence, 60 min; inhibition, % at 10.7 µM; 340,000 tested, 0.15% active; AID 652197, 2013;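 active = mean replicate inhibition of at least 30%, or all replicates individually reaching that 30% level; inactive = mean below 30% and not every replicate reaching it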;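 also: 0% = neutral control wells and 100% = L-leucinethiol positive control wells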
esBAF inh – Bmi1 luciferase reporter increase in mESCs, primary screen, esBAF inhibitor project, mouse ES cells, Bmi1 luciferase knock-in, single point. 24 h; 100% = twice the neutral-well signal. reporter increase, % at 12.5 µM. 350,000 tested, 2% active. AID 602393, 2012; in the data active = activation above about 40%;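 also: 0% = median of the plate's neutral control wells and 100% = double that signal; a rise in the Bmi1 reporter signal indicates esBAF inhibition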
* hit, by the source's call; / = not tested or not shown; & = joins results of further samples.

The first 2 entries (preview)
SMILES	RAD52 anneal inh	INS-1E GSIS act	CFTR F508del cor	XiGFP reactiv	RAD54 inh	ARNT-TACC3 inh	ERAP1 inh	esBAF inh
C[C@H](CO)N1C[C@H](C)[C@@H](CN(C)S(=O)(=O)c2ccc(F)cc2)Oc2ccc(NC(=O)Nc3ccc4c(c3)OCO4)cc2CC1=O	19	-30	-5.1	-1.3	/	/	4	-4
Cn1c(CNC(=O)CNC(=O)c2ccccc2F)cc(=O)n(C)c1=O	-1	28	1.8	0.2	-14	5	-2	2

All compounds of this part, from the first entry:
SMILES	RAD52 anneal inh	INS-1E GSIS act	CFTR F508del cor	XiGFP reactiv	RAD54 inh	ARNT-TACC3 inh	ERAP1 inh	esBAF inh
C[C@H](CO)N1C[C@H](C)[C@@H](CN(C)S(=O)(=O)c2ccc(F)cc2)Oc2ccc(NC(=O)Nc3ccc4c(c3)OCO4)cc2CC1=O	19	-30	-5.1	-1.3	/	/	4	-4
Cn1c(CNC(=O)CNC(=O)c2ccccc2F)cc(=O)n(C)c1=O	-1	28	1.8	0.2	-14	5	-2	2
CC(C)(C)C(=O)N1CCN(C(=O)c2ccco2)CC1	-17	5	-1.0	0.2	11	0	6	2
COc1ccccc1/C=C/C(=O)OCC(=O)NC1CCS(=O)(=O)C1 (centres undefined)	-7	4	-1.8	0.0	/	-1	-1	/
CC(=O)Nc1cccc(NC(=O)CSc2nnc(Cc3cccn3C)n2CCc2ccccc2)c1	/	-5	/	/	-4	10	/	2
CN(C(=O)c1cccc(NC(=O)Cc2ccc(NC(=O)C3CCN(C(=O)c4ccccc4)CC3)cc2)c1)C1CCC1	-8	-12	0.8	0.2	0	-2	2	1
Cc1c(N=C(N)/N=C(\N)Nc2ccccc2)c(=O)n(-c2ccccc2)n1C	-9	-8	/	0.2	/	1	-1	/
COc1ccc2sc(N(CCCN(C)C)C(=O)c3ccc(S(=O)(=O)N(C)Cc4ccccc4)cc3)nc2c1	48	-59	-1.4	-0.1	10	14	4	/
COc1ccc(S(=O)(=O)Nc2ccc3c(c2)C(=O)N([C@H](C)CO)C[C@H](C)[C@H](CN(C)C(=O)C2CCCCC2)OCCCC[C@H](C)O3)cc1	-1	-26	-0.8	-0.2	-8	-8	-1	11
O=C(COC(=O)CNC(=O)c1ccccc1F)Nc1cccnc1Cl	1	-14	-0.5	0.0	/	-5	5	-6
O=C(N[C@H]1C/C=C\C[C@@H](CC(=O)N(CCO)Cc2ccccc2)C(=O)NC[C@H](c2ccccc2)OC1=O)OCC1c2ccccc2-c2ccccc21	-9	/	2.9	-0.1	-1	-6	-4	-13
CC(=O)Nc1cccc(C(=O)N(CCc2ccccc2)Cc2ccccc2)c1	-2	-10	-3.2	0.0	0	0	0	14
COc1ccc(OC)c(NC(=O)Nc2nnc([C@H]3C[C@H](O)[C@@H](CO)O3)s2)c1	2	-2	1.3	0.1	-4	/	0	-4
CNC(=O)c1[nH]cnc1C(=O)N[C@@H](CC(C)C)C(=O)OC(C)(C)C	-13	3	2.9	-0.3	6	4	2	-2
COc1cc(CN2CC(=O)N(c3ccccc3Cl)C2=S)cc(OC)c1OC	-8	-4	4.8	0.0	6	2	-3	2
Nn1c(SCC(=O)Nc2cccc(S(N)(=O)=O)c2)nnc1C1CC1	-1	3	0.7	-0.1	/	0	-1	/
CCCCc1ccc(-c2nn[nH]n2)nc1	-23	26	-0.2	-0.1	/	/	0	/
Cc1ccc2nc(SCC(=O)Nc3ccccc3F)nc(=O)n2c1	-7	9	-8.4	-0.1	4	-3	0	27
O=C(N/N=C/C=C/c1ccccc1)c1n[nH]c2c1CCC2	-8	10	/	/	-5	-9	3	14
Cc1cc2c(C)nc(N/N=C/c3ccccc3)nc2o1	-87	7	-2.0	0.0	2	1	2	25
CCOC(=O)C1=C(CC)Nc2ccccc2N=C1N	-4	10	-2.0	0.0	/	-2	5	/
CC(=O)Nc1cccc(-c2ccnc3c2CC(C)(C(=O)NCCC(F)(F)F)O3)c1 (centres undefined)	5	11	-1.4	0.0	-10	/	14	-14
CCOc1ccc(C(=O)NC2CCN(CC(=O)NCc3ccccc3)CC2)cc1	-7	6	-1.6	0.0	2	1	-5	0
O=C(CNC(=O)C1CCCCC1)OCc1cc(=O)oc2ccc3ccccc3c12	/	3	/	0.2	5	3	/	-2
C[C@H](CO)N1C[C@H](C)[C@H](CN(C)S(=O)(=O)c2ccccc2)Oc2ccc(NS(=O)(=O)c3cn(C)cn3)cc2CC1=O	-3	6	-0.6	-0.2	1	-7	0	-2
COc1ccc(Cl)cc1N(CC(=O)Nc1ccccc1C(=O)N1CCOCC1)S(C)(=O)=O	-27	-6	-2.2	0.1	1	-4	3	-5
C[C@H](CO)N1C[C@H](C)[C@@H](CN(C)C(=O)Nc2ccccc2)Oc2c(NC(=O)CCCCCC(=O)Nc3ccccc3N)cccc2C1=O	4	0	-0.8	2.6	-5	21	3	-3
O=C(N[C@H]1CC[C@@H](CCNC(=O)c2ccccc2F)O[C@@H]1CO)c1ccc2c(c1)OCO2	4	1	1.1	-0.9	-7	2	-3	-6
COc1ccc(C(=O)NCc2nnc(SCC(=O)Nc3nc4ccc(C)cc4s3)o2)cc1OC	-10	/	/	0.1	/	15	1	/
CO[C@@H]1CN(C)C(=O)c2ccc(NC(=O)c3ccccc3F)cc2OC[C@H](C)N(C(=O)c2ccccc2F)C[C@@H]1C	18	2	1.8	0.1	5	2	-1	12
CCOC(=O)c1sc(NC(=O)C2CSC3(C)CCC(=O)N23)nc1C (centres undefined)	-3	-14	-0.9	0.0	1	4	3	-12
C[C@@H]1CN([C@H](C)CO)C(=O)c2cccc(NC(=O)Nc3ccccc3)c2O[C@@H]1CN(C)C(=O)Nc1ccc(F)cc1	-18	-4	-1.9	-0.4	-14	6	-3	-1
Cc1ccc(NC(=O)c2ccc3c(c2)OCCO3)nc1	-1	15	-1.3	0.0	13	-2	3	-46
CO[C@H]1CN(C)C(=O)c2cc(NC(=O)NC(C)C)ccc2OC[C@@H](C)N(Cc2cncnc2)C[C@@H]1C	/	15	-2.0	-0.3	-3	-9	/	1
Cc1onc(-c2ccccc2)c1CNS(=O)(=O)c1ccc(F)cc1F	-7	1	-1.7	0.2	3	1	/	2
CC(C)NC(=O)Nc1ccc2c(c1)C(=O)N([C@@H](C)CO)C[C@H](C)[C@H](CN(C)C)OCCCC[C@@H](C)O2	7	7	0.6	0.3	10	3	4	/
CC(C)N(C)c1ncnc2c1ncn2[C@H]1CN(Cc2ccc3c(c2)OCO3)C[C@@H](CO)O1	-6	3	-3.0	0.0	-9	/	-8	-1
CC(C)CNC(=O)c1oc2ccccc2c1COc1ccccc1	-18	-9	-3.5	0.0	-8	/	3	-4
COC(=O)COc1cc(=O)oc2ccc(NS(=O)(=O)c3ccccc3)cc12	-8	24	1.2	0.2	3	6	-1	1
CNC[C@H]1OCc2ccccc2-c2ccccc2C(=O)N([C@H](C)CO)C[C@H]1C	0&10	-5&7	2.2&1.4	0.7&-0.1	-7	/	0&0	-5
Cc1ccc(CNC(=O)C2CCC(=O)N(CCc3cccc(F)c3)C2)cc1 (centres undefined)	-6	-7	-0.4	0.2	-6	-8	2	-3
Cc1noc(C)c1S(=O)(=O)Nc1ccc2c(c1)C(=O)N([C@@H](C)CO)C[C@H](C)[C@@H](CN(C)C(=O)Nc1ccc(C(F)(F)F)cc1)O2	3	-10	0.7	-0.1	1	-7	-4	-4
C[C@@H]1CN([C@H](C)CO)C(=O)Cc2cc(NS(C)(=O)=O)ccc2O[C@@H]1CN(C)C	-20	2	-4.0	-0.8	6	-7	2	-2
Cc1ccc(C)c(OCCn2c(=O)c3c(ncn3C3CCCC3)n(Cc3ccccc3)c2=O)c1	-6	0	1.3	0.0	/	0	-3	/
Cc1ccc(S(=O)(=O)NCC[C@@H]2CC[C@H](NC(=O)c3ccccn3)[C@H](CO)O2)cc1	-3	3	-0.3	-0.6	5	-5	-1	2
CCC(C)(C)c1ccc(OCCCC[n+]2cccc(C)c2)c(C(C)(C)CC)c1	76*	185*	4.2	8.9	/	10	13	/
CCOc1ccc(-c2nnc3ccc(SCC(=O)Nc4cc(C)on4)nn23)cc1	-16	42	-1.3	0.2	/	3	1	/
O=C(Nc1cccc(Br)c1)c1cccc(OC(=S)N2CCOCC2)c1	-6	-17	0.8	0.1	-3	-1	-3	-1
CCOC(=O)N1CCN(C(=O)CN(c2cccc(C)c2)S(=O)(=O)c2ccccc2)CC1	/	4	/	/	5	1	/	-6
COC(=O)[C@@H](Cc1c[nH]c2ccccc12)NC(=O)CNC(=O)c1ccccc1OC	10	21	-0.7	0.0	9	3	4	-7

(continued)
SMILES	RAD52 anneal inh	INS-1E GSIS act	CFTR F508del cor	XiGFP reactiv	RAD54 inh	ARNT-TACC3 inh	ERAP1 inh	esBAF inh
O=C(O)c1cc(C(F)(F)F)nc2ccccc12	-19	-6	-1.8	-0.2	-9	0	4	-10
COc1ccc(CNC(=O)[C@@H]2CC=C[C@@H]3CCN(Cc4ccc(Cl)c(Cl)c4)C(=O)[C@@H]32)cc1	-8	-29	1.0	0.1	0	2	0	6
Cc1ccccc1OCCn1cc(/C=C(\C#N)C(=O)NCc2ccco2)c2ccccc21	-17	-6	/	-0.4	/	3	5	0
Cc1cccc(C)c1NC(=O)c1cccc(COc2cc(Cl)ccc2Cl)c1	/	-18	/	0.0	-3	-9	/	31
CCC(=O)N1CC(=O)N2[C@H](C1)[C@H](c1ccc(C#CC3CCCC3)cc1)[C@@H]2CO	11	-13	1.2	0.0	/	/	0	/
COc1cc(N)c(Cl)cc1C(=O)OCC(=O)N1c2ccccc2NC(=O)C1(C)C	-6	0	0.4	0.0	-4	-3	0	6
Cc1nc2ccc(N)nc2nc1C	-22	27	-0.6	-0.1	/	/	31*	1
Cc1ccc(S(=O)(=O)NCCc2cc3ccc(C)cc3[nH]c2=O)cc1	-17	8	-2.8	0.5	-22	/	4	-8
O=C(C[C@H]1C[C@H]2c3cc(NC(=O)Nc4ccccc4F)ccc3O[C@H]2[C@H](CO)O1)NCc1ccccn1	-15	-3	-1.8	0.0	5	-11	0	3
CCc1nnc(NC(=O)CCC(=O)NC2CCCCCCC2)s1	1	/	-0.5	0.1	-9	/	-2	-3
COc1cccc(-n2nnc3c(=O)n(CC(=O)N4CCC(Cc5ccccc5)CC4)cnc32)c1	/	-41	/	/	5	-4	/	-5
CCOC1OC(=O)C(Cl)=C1Nc1cc(C)ccc1C (centres undefined)	8	0	0.3	0.0	/	2	1	/
COc1ccc(Br)cc1CN(C)CC(=O)Nc1cccc(S(N)(=O)=O)c1	-12	8	-0.5	0.0	/	3	3	/
O=C1C(=O)N(CCO)C(c2ccc(Br)cc2)/C1=C(\O)c1ccccc1 (centres undefined)	8	1	2.5	0.1	-1	-7	1	3
CN(C)C(=O)c1cccc(-c2ccccc2[C@H]2[C@@H](C#N)N(C(=O)C3CCC3)[C@@H]2CO)c1	-7	6	-0.8	0.1	/	/	1	/
O=C(O)CC1(CC(=O)Nc2ccc3ccccc3n2)CCCCC1	0	-15	-0.1	0.0	-1	0	/	-3
CC(C)NC(=O)Nc1ccc2c(c1)C(=O)N([C@@H](C)CO)C[C@@H](C)[C@H](CN(C)S(=O)(=O)c1ccc(F)cc1)O2	5	5	1.1	-0.9	9	1	1	-6

Source: PubChem
